Bioassay records from PubChem.
TEAD-YAP block = TEAD-YAP interaction inhibition, primary screen, TEAD-YAP interaction inhibitor project, luminescence, HEK-TIYL cells | TEAD-Gal4/YAP UAS-luciferase luminescence | inhibition, % at 9.12 µM | actives 1.4% (n = 640,000); in the data active = inhibition above about 32%;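 also: 0% = median of test compound wells and 100% = reference inhibitor wells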
FBW7 act = FBW7 E3 ligase activators, primary screen, biochemical, AlphaScreen, human; AlphaScreen FBW7–phospho-cyclin E peptide binding, activator screen; normalized activity (activation), % at 26.1 µM; actives 0.13% (n = 650,000); in the data active = normalized activity above about 1.9%;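 also: purified mutant Fbw7 with reduced substrate affinity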
Target sequence (Q969H0 whole entry, looked up): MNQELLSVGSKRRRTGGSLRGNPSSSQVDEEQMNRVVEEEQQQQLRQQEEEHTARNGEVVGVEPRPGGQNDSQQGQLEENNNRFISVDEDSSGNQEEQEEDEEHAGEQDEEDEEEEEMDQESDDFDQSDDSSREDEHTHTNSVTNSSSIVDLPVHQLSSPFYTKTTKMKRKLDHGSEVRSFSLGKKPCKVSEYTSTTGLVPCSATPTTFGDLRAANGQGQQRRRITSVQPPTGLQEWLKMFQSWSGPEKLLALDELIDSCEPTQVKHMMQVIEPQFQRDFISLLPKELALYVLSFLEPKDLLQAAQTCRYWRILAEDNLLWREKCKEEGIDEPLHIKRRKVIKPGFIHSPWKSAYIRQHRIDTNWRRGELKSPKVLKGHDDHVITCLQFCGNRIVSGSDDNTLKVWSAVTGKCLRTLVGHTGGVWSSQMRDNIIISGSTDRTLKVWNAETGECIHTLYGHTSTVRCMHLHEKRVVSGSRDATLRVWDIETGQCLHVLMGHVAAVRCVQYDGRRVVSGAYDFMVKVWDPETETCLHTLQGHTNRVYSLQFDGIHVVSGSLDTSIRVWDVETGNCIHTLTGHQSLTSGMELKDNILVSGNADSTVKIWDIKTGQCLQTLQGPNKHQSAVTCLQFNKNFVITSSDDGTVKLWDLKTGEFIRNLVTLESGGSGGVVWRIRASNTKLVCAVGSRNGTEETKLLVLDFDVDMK
GPR151 ag = activators of human GPR151, primary screen, cell-based, PathHunter beta-arrestin, luminescence; G-protein coupled receptor 151 (Homo sapiens), Q8TDV0; PathHunter beta-arrestin GPR151 cells; activation, % at 11.2 µM; actives 1% (n = 650,000); AID 1508602, 2020; in the data active = activation above about 4.9%;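 also: 0% = median of compound wells and 100% = cells with positive control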
Target sequence (Q8TDV0 whole entry, looked up): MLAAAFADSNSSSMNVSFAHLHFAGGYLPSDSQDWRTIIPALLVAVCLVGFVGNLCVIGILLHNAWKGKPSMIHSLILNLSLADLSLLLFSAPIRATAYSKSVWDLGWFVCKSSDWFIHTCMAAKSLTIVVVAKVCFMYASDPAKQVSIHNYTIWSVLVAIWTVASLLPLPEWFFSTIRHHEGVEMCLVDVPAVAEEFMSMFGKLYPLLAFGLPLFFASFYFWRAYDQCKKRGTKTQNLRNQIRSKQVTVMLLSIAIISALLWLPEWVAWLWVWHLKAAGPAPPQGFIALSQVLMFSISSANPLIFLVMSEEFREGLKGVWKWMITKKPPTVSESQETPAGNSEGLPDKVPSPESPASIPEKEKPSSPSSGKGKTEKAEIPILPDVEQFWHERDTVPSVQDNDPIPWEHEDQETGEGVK
MITF primary = MITF inhibitors, primary screen, biochemical, AlphaScreen, human | AID 1259374, 2018 | inhibition, % at 2.6 µM | AlphaScreen MITF homodimerization, bead proximity signal | actives 0.91% (n = 650,000); in the data active = inhibition above about 50%;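 also: 0% = vehicle wells with protein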
* marks the source's active call; other numbers are inactive results; / = not tested or not shown; & = joins results of further samples.

nr	smiles	TEAD-YAP block	FBW7 act
1	O=C(Nc1ccccc1)c1ccnc(-c2csc3ccccc23)c1	-1	0.0
2	Cn1c(=NC(=O)c2ccccc2[N+](=O)[O-])sc2cccc(F)c21	-46	0.0
3	CC1CCCCN1CC(O)COc1ccc(Br)cc1 (stereo unspecified)	-2	-0.1
4	CSc1cccc(CN[C@H]2C[C@H]3C(=O)N[C@@H](Cc4ccc(Cl)cc4)C(=O)N3C2)c1	5	0.1
5	Cc1cc(C)c(C#N)c(N2CCCC(C(N)=O)C2)n1 (stereo unspecified)	0	-0.2
6	O=C(c1cnn2c(C(F)F)cc(-c3ccccc3)nc12)N1CCN2CCCC2C1 (stereo unspecified)	-3	-0.1
7	O=S(=O)(CCOc1ccc(F)cc1)Nc1ccc(N2CCOCC2)cc1	2	0.2
8	COc1ccc(-c2nn(-c3ccccc3)cc2C2SCC(=O)N2Cc2ccccc2)cc1[N+](=O)[O-] (stereo unspecified)	-32	0.6

nr	GPR151 ag	MITF primary
1	0.1	0
2	1.1	23
3	0.8	11
4	-0.8	11
5	-0.8	-7
6	2.8	2
7	-1.6	10
8	0.2	8

The last two entries of the part before come first, to join the parts:
nr	smiles	TEAD-YAP block	FBW7 act
7	O=S(=O)(CCOc1ccc(F)cc1)Nc1ccc(N2CCOCC2)cc1	2	0.2
8	COc1ccc(-c2nn(-c3ccccc3)cc2C2SCC(=O)N2Cc2ccccc2)cc1[N+](=O)[O-] (stereo unspecified)	-32	0.6
9	COc1cccc(N2CCN(c3ncnc4c3nnn4Cc3ccccc3)CC2)c1	13	-0.3
10	CCc1ccc(OCC(=O)N/N=C/c2cc([N+](=O)[O-])cc([N+](=O)[O-])c2O)cc1	-7	0.1
11	CS(=O)(=O)c1ccc2nc(NC(=O)Nc3ccccc3)sc2c1	-21	-0.1
12	CC(C)(C)NC(=O)Nc1nc(-c2ccc(F)cc2)cs1	-9	0.0
13	Cc1ccc(NC(=O)CN(c2cccc([N+](=O)[O-])c2)S(=O)(=O)c2ccccc2)cc1	1	0.0
14	O=C(Nc1cccnc1)c1cc2ncc(Br)cn2n1	-7	0.1
15	Cc1c(C(=O)Nc2ccc([N+](=O)[O-])cc2)sc2ncn(Cc3ccccc3Cl)c(=O)c12	5	-0.3
16	O=C(O)CCCNC(=O)c1cc(=O)[nH]c(=O)[nH]1	-9&10	0.1&0.4

nr	GPR151 ag	MITF primary
7	-1.6	10
8	0.2	8
9	0.2	1
10	2.0	-3
11	-1.0	11
12	1.9	-4
13	0.8	-8
14	-0.6	12
15	0.6	-4
16	-0.7&0.3	-12&8

Next part:
nr	smiles	TEAD-YAP block	FBW7 act
17	Cc1nn(C)cc1CN(C)C(Cc1ccccc1)C1CCN(C(=O)c2ccc[n+]([O-])c2)CC1 (stereo unspecified)	-12	0.0
18	CC(C)N(C)CC#CC(O)(c1ccccc1)C1CCCC1 (stereo unspecified)	12	0.0
19	Cn1c2ccc(Br)cc2c2nnc(SCC(=O)NC(C)(C)C)nc21	8	1.0
20	CCOC(=O)c1sc(NC(=O)C[n+]2c(N)sc3ccccc32)c(C(=O)OCC)c1C	-11	0.1
21	CCCC(CCC)=NNC(=O)C(=O)NC(C)(C)C	2	0.8
22	Cc1noc(C)c1-c1nc(C(=O)Nc2ccc(N3CCOCC3)cc2)cs1	-14	-0.1
23	COC(=O)c1cccc(NC(=O)Cn2ccnc2)c1	-5	0.0
24	C=CCNc1nc(-c2ccc(Cl)cc2)nc2ccccc12	2	0.0

nr	GPR151 ag	MITF primary
17	-1.9	-6
18	0.4	10
19	0.1	6
20	0.1	-6
21	-0.2	15
22	1.3	-1
23	1.2	-1
24	-0.4	-4

Other structures.
nr	smiles	TEAD-YAP block	FBW7 act
25	O=C(NC(=S)Nc1ccc(S(=O)(=O)N2CCOCC2)cc1)c1ccco1	4	0.1
26	O=C(c1ccc2c(c1)[nH]c(=S)n1c3ccccc3nc21)N1CCC(Cc2ccccc2)CC1	-8	-0.1
27	O=C1CCC(=O)N1CNc1cccc(Cl)c1	-1	0.6
28	Cc1nc(SCC(=O)Nc2ccc(S(=O)(=O)N3CCOCC3)cc2)nc(C)c1C	-1	0.1
29	CCCCC(=O)Nc1cccc(NC(=O)C(C)C)c1	9	0.1
30	CN(CCc1ccccn1)C(=O)c1ccc(N2CC3CC(C2)c2cccc(=O)n2C3)c(N)c1 (stereo unspecified)	1	0.1
31	CSc1ncc(CN2CCCC(CNC(=O)c3ccc(F)cc3)C2)cn1 (stereo unspecified)	-5	0.9
32	NC(=O)c1ccc(NC(=O)CN2CCN(S(=O)(=O)c3ccc(Cl)cc3)CC2)cc1	2	0.1

nr	GPR151 ag	MITF primary
25	2.0	10
26	0.2	2
27	-0.9	18
28	0.3	-4
29	0.4	-2
30	-0.3	3
31	0.5	25
32	0.5	19

Next records follow:
nr	smiles	TEAD-YAP block	FBW7 act
33	O=C(c1ccc([N+](=O)[O-])cc1)N(Cc1cccs1)C1CCS(=O)(=O)C1 (stereo unspecified)	-12	-0.1
34	Nc1ccc2nc(SCC(=O)c3ccc(Cl)cc3)sc2c1	-4	0.1
35	CCOC(=O)c1c(NC(=O)c2ccco2)sc2c1CC(C)(C)OC2	4	0.0
36	Cc1ccc(CNC(=O)CCNS(=O)(=O)c2cccs2)cc1	-4	0.2
37	CC(=O)N(c1ccccc1)c1nc(/C=C(\C#N)c2nnc3n2CCCCC3)cs1	-4	0.0
38	O=C(c1ccccc1)N1CCN(c2nc3ccccc3s2)CC1	-20	-0.1
39	COc1cccc(/C=N/NC(=O)CNc2cccc3ccccc23)c1	5	0.0
40	CC(=O)N1CCc2cc(S(=O)(=O)NCC(=O)O)ccc21	3	0.3

nr	GPR151 ag	MITF primary
33	3.3	6
34	6.6*	14
35	-0.6	10
36	1.8	15
37	-0.4	8
38	0.3	2
39	1.6	12
40	-1.2	16

Going on with the list.
nr	smiles	TEAD-YAP block	FBW7 act
41	CCOc1ccc(CN=C2NS(=O)(=O)C(c3ccc(C)cc3)=C2C)cc1	2	-0.2
42	COC(=O)CN1C(=O)S/C(=C/c2ccc(-c3ccc(C(=O)O)c(Cl)c3)o2)C1=O	2	-0.1
43	CCCCCNC(=O)c1ccc2c(c1)nc(C)n2-c1cc(OC)ccc1OC	-7	0.4
44	O=C(C1CC12CCN(Cc1ccccc1O)CC2)N1CCN(c2ccccc2)CC1 (stereo unspecified)	6	0.0
45	COc1ccc(/C=C2\NC(=O)N(Cc3ccc(Cl)cc3)C2=O)cc1O	0	0.3
46	COc1cc(/C=C(\NC(=O)c2ccccc2)C(=O)N2CC3CC(C2)c2cccc(=O)n2C3)cc2c1OCO2 (stereo unspecified)	-1	-0.1
47	O=C(c1ccc(S(=O)(=O)Cc2cccc(F)c2)c([N+](=O)[O-])c1)N1CCCCCC1	7	0.8
48	COc1ccc(C2C3=C(N=c4s/c(=C/c5c[nH]c6ccccc56)c(=O)n42)c2ccccc2CC3)cc1 (stereo unspecified)	-16	-0.1

nr	GPR151 ag	MITF primary
41	0.4	10
42	4.0	12
43	0.5	-1
44	-1.6	10
45	-0.8	12
46	-0.4	-5
47	0.0	2
48	0.5	-3

Carrying on.
nr	smiles	TEAD-YAP block	FBW7 act
49	CC(C)[C@H](Cn1nc(-c2cccs2)ccc1=O)NC(=O)c1cscn1	-5	-0.1
50	FC(F)(F)c1cc(-c2cccnc2)no1	0	0.4
51	O=C(CNC(=O)c1ccccc1)N/N=C/c1ccccc1	-4	-0.1
52	CCOC(=O)C1=C(C)N=c2s/c(=C\c3ccc(OCc4ccc(Cl)cc4)c(OC)c3)c(=O)n2C1c1ccc(Cl)cc1 (stereo unspecified)	-25	-0.2
53	COc1ccc(CN2CCN(Cc3cccc4ccccc34)CC2)cc1Br	-8	0.3
54	COc1ccc(NC(=O)c2ccc(C(C)C)cc2)c(OC)c1	-9	0.2
55	O=C(NCc1ccco1)C1CCN(S(=O)(=O)c2ccc(Cl)cc2)CC1	15	0.1
56	CCC(C)Nc1nc2c(c(=O)n(C)c(=O)n2C)n1Cc1ccccc1Cl (stereo unspecified)	1	0.1

nr	GPR151 ag	MITF primary
49	-1.2	-12
50	-0.2	2
51	-2.1	-8
52	0.9	-8
53	-0.9	72*
54	2.4	15
55	2.8	-2
56	-0.2	-12

(cont.)
nr	smiles	TEAD-YAP block	FBW7 act
57	CCN(CC)S(=O)(=O)c1ccc(/C=C/C(=O)OCC(=O)c2ccccc2)cc1	6	-0.1
58	O=C(NCc1ccccc1)c1cnc(NCc2cccnc2)s1	1	0.1
59	Cn1c(=NC(=O)CCS(=O)(=O)c2ccc(F)cc2)sc2ccccc21	0	0.2
60	CSc1ncc(C(=O)NCCc2c[nH]c3ccccc23)c(C)n1	-1	0.1
61	CCOC(=O)c1c(NC(=O)/C=C/c2ccc(C(C)C)cc2)sc2c1CCCC2	-1	-0.1
62	Cc1ccc(-c2cc(C(F)(F)F)n3ncc(C(=O)N4CCCCC4)c3n2)cc1	-6	0.4
63	COC1COC(=O)[C@H](Cc2ccccc2)NC(=O)C/C=C/[C@@H](C)[C@H](OC)COC(=O)[C@H](C)NC(=O)C/C=C/[C@H]1C (stereo partly specified)	/	0.2
64	CCC(=O)NCc1nc2ccccc2n1C(C)c1ccccc1 (stereo unspecified)	-9	0.7

nr	GPR151 ag	MITF primary
57	0.3	1
58	1.0	0
59	1.2	7
60	5.0*	-14
61	-0.4	3
62	-2.1	23
63	-1.5	-13
64	0.1	13

Other records follow:
nr	smiles	TEAD-YAP block	FBW7 act
65	CCCCc1ccc(NC(=O)c2cnc3sc(C)cn3c2=O)cc1	2	-0.1
66	FC(F)(F)c1ccc(Cn2cnc3c(NCc4cccc(C(F)(F)F)c4)nc(NCc4cccnc4)nc32)cc1	0	-0.2
67	O=C(Nc1nnc(C2CCCCC2)s1)c1ccc2c(c1)OCO2	-28	0.1
68	O=S(=O)(c1ccc(Nc2ccc(-c3ccccc3F)nn2)cc1)N1CCCCC1	-2	0.1
69	CN1CCN(NC(=S)Nc2cccc(Cl)c2Cl)CC1	2	0.8
70	Cc1c(NC(=O)c2csc3c2CCCC3)c(=O)n(-c2ccccc2)n1C	-3	0.1
71	COc1ccc(N2C(=O)NC(=O)/C(=C\C=C\c3ccccc3[N+](=O)[O-])C2=O)cc1	-1	-0.2
72	O=C(CNS(=O)(=O)c1ccccc1)OCC(=O)c1ccccc1Cl	6	0.0

nr	GPR151 ag	MITF primary
65	1.3	1
66	-1.7	-1
67	0.1	-9
68	-0.3	16
69	-0.1	18
70	0.6	7
71	-1.1	0
72	0.5	5

Next part
nr	smiles	TEAD-YAP block	FBW7 act
73	CCn1cc(C(=O)O)c(=O)c2cc(F)c(-n3nnc(C(=O)OC)c3C(=O)OC)cc21	2	0.0
74	CCCCNc1nc(SC(CC)C(=O)NCc2ccco2)nc2ccccc12 (stereo unspecified)	-7	0.1
75	Cn1c(/C=C/c2ccc([N+](=O)[O-])o2)nc2ccccc2c1=O	4	0.2
76	CC(C)(C)OC(=O)NC(C(F)(F)F)C(F)(F)F	8	-0.3
77	COc1cccc(C(=O)/C=C/Nc2ccc(S(=O)(=O)Nc3cnc4ccccc4n3)cc2)c1	-1	-0.1
78	CC1CCCN(C(=O)CSc2nc3cc4c(cc3cc2C#N)OCO4)C1 (stereo unspecified)	-6	0.1
79	CC(C)CC(NC(=O)CC12CC3CC(CC(C3)C1)C2)C(=O)N1CCOCC1 (stereo unspecified)	5	-0.4
80	CN1C(=O)/C(=C2/Sc3ccccc3N2C)SC1=Nc1ccccc1	-3	0.0

nr	GPR151 ag	MITF primary
73	-2.2	-4
74	0.7	3
75	-2.4	2
76	3.6	0
77	-1.0	-7
78	0.5	9
79	0.4	-27
80	-0.5	4

3 compounds from above, arranged by heavy-atom count, high to low:
nr	smiles	TEAD-YAP block	FBW7 act
9	COc1cccc(N2CCN(c3ncnc4c3nnn4Cc3ccccc3)CC2)c1	13	-0.3
6	O=C(c1cnn2c(C(F)F)cc(-c3ccccc3)nc12)N1CCN2CCCC2C1 (stereo unspecified)	-3	-0.1
54	COc1ccc(NC(=O)c2ccc(C(C)C)cc2)c(OC)c1	-9	0.2

nr	GPR151 ag	MITF primary
9	0.2	1
6	2.8	2
54	2.4	15

The list continues.
nr	smiles	TEAD-YAP block	FBW7 act
81	CC(=O)Nc1ccc(C(=O)NNC(=O)CCN2CCN(Cc3ccccc3)CC2)cc1	15	0.0
82	C[C@@H]1CN(C(=O)c2nc3ccc(Cl)cn3c2CN(C)CCc2cn[nH]c2)C[C@H](C)O1	-2	0.1
83	COc1ccccc1CNC(=O)C1CCC(CNc2c(N3CCCCC3)c(=O)c2=O)CC1 (stereo unspecified)	3	-0.1
84	COc1cccc2cc(-c3csc(NC(=O)CCC(=O)NCc4ccco4)n3)c(=O)oc12	-28	0.0
85	Cc1oc(-c2ccccc2F)nc1CS(=O)(=O)CC(=O)N1CCCCCC1	9	0.0
86	O=C(CCC1CCN(Cc2ccc(C#CCCO)cc2)CC1)NC1CC1	-7	0.1
87	Cn1c(NC(=O)COc2ccc(F)cc2F)nc2ccccc21	-14	-0.3
88	COc1cccc(NC(=O)COc2cc(C)ccc2C)c1	-67	0.2
89	COc1ccc(C(=O)N2CCN(c3ccc([N+](=O)[O-])c(N4CCOCC4)c3)CC2)cc1	12	-0.3

nr	GPR151 ag	MITF primary
81	2.4	12
82	2.4	-11
83	-0.4	8
84	-0.1	0
85	-0.2	7
86	4.3	0
87	2.2	6
88	0.3	-15
89	-0.7	-18

An unsorted share of the library (roughly 3.4% active in at least one column).
